# Compound activity from PubChem.
# PvdQ acylase = P. aeruginosa PvdQ acylase inhibition | purified PvdQ acylase, fluorescence plate reader | inhibition, % at 10 µM | hit rate 0.063% among 340,000; in the data active means inhibition above about 30%, passing the limit was not always enough;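 further: 0% = vehicle neutral wells and 100% = reference inhibitor wells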
# E coli growth = bacterial growth inhibition, counter-screen for AddAB inhibitors | hit rate 0.27% among 330,000 | AID 449728 | inhibition, % at 11.9 µM | E. coli V3065 growth, OD600 absorbance, 18 h;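 active means inhibition above the campaign's mean inhibition across all tested compounds plus 3 SD, cut at about 9.9% in these data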;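 further: uninfected addAB+ strain grown without phage in ampicillin broth; 0% = DMSO wells and 100% = ciprofloxacin 0.95 µg/ml wells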
# PfHsp90 yeast 2 = reduces growth (ATP signal) of yeast expressing P. falciparum Hsp90 | S. cerevisiae expressing PfHsp90, BacTiter-Glo ATP, 48 h; yeast lacking PDR1 and PDR3 efflux regulators | hit rate 0.32% among 310,000 | inhibition, % at 9.4 µM | AID 504621;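 active means every replicate shows inhibition above about 80%, whatever the replicate mean, limit read from the data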;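 further: 0% = DMSO neutral controls and 100% = 20 µM radicicol positive controls; yeast relying on Plasmodium falciparum Hsp90 in place of its own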
# Tat transport = E. coli Tat transport inhibition | hit rate 0.036% among 340,000 | AID 488895 | E. coli MC4100 TorA-mCherry Tat export, fluorescence | inhibition, % at 10 µM;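 active means mean replicate inhibition at least 50% and at least half of replicates individually reaching 50%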;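 further: exported cargo escapes ClpAP degradation while cytoplasmic cargo is degraded and loses fluorescence; 0% = median of neutral control wells and 100% = median of NaSCN control wells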
# CAL PDZ FP = blocks peptide binding to human CAL PDZ domain. hit rate 0.02% among 330,000. purified CAL PDZ, TMR-peptide fluorescence polarization, 1 h. inhibition, % at 20 µM. Q9HD26. AID 504414;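 active means highest replicate inhibition of at least 40%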;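 further: plate controls were DMSO neutral control wells for no effect and unlabeled competitor peptide control wells for full effect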
#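 System: purified tagged CAL PDZ domain construct (CerCALP). Schedule: 1 h incubation at room temperature before polarization reading. Medium: 25 mM sodium phosphate pH 7.4, 150 mM NaCl, TCEP, IgG, Thesit. Read-out: percent inhibition from loss of millipolarization. Measured by: FP readout, S and P plane fluorescence. Probe or stimulus: fluorescent TMR peptide probe.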
# AddAB inh = less growth of phage-infected E. coli with AddAB. E. coli expressing H. pylori AddAB, absorbance growth. inhibition, % at 11.9 µM. hit rate 0.29% among 330,000. AID 435030; in the data active means inhibition above about 12%;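 further: 0% = vehicle wells of infected cells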
# Wnt bcat act = activates Wnt/beta-catenin signaling in a reporter cell assay. activator, plate reader. activation, % at 9.35 µM. hit rate 1.2% among 300,000. AID 743398; in the data active means activation above about 30%, passing the limit was not always enough;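 further: 0% = neutral control wells and 100% = positive control wells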
# DAGLB inh = diacylglycerol lipase beta (human) inhibition. Q8NCG7. HEK293T DAGLB membrane lysate, EnzChek fluorogenic substrate. inhibition, % at 5.17 µM. hit rate 0.059% among 340,000. AID 504411; in the data active means inhibition above about 34%;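 further: 0% = enzyme with vehicle and 100% = wells lacking enzyme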
# Target sequence (Q8NCG7 whole entry, looked up): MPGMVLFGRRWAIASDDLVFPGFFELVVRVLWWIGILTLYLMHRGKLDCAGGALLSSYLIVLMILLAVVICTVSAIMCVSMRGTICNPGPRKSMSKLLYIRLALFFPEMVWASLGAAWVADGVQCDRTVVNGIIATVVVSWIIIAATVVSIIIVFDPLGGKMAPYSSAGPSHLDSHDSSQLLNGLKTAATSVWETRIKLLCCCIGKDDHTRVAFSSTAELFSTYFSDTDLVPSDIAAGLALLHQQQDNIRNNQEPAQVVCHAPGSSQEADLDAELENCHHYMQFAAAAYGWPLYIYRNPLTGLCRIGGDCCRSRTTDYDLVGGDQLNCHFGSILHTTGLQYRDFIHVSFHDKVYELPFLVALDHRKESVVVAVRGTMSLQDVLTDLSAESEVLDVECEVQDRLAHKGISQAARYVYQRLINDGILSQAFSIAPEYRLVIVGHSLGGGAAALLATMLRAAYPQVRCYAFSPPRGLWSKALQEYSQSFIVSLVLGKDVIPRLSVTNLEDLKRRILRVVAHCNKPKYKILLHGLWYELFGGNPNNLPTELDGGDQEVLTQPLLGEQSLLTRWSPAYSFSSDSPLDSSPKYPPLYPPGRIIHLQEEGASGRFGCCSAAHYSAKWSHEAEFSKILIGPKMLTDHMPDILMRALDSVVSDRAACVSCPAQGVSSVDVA
# Rtt109 HAT inh = inhibitors of Candida albicans Rtt109/Vps75 histone acetyltransferase; hit rate 0.16% among 330,000; inhibition, % at 34.9 µM; Q5AAJ8; purified Rtt109/Vps75, ThioGlo CoA-SH fluorescence, 4 h; AID 540336;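 active means inhibition of at least 50% in every replicate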
# Target sequence (Q5AAJ8 whole entry, looked up): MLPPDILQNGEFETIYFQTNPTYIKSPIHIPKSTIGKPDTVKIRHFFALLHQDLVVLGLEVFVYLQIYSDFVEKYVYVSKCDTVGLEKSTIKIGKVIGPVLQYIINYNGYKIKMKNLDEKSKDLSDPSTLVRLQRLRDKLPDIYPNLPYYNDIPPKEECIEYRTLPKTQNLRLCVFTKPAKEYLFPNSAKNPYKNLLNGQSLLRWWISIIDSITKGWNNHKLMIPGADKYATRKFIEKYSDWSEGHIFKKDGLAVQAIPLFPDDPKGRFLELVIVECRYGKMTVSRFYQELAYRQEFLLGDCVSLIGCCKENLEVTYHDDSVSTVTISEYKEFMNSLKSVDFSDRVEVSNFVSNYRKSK
# phage Ecoli inh = E. coli growth loss with phage present; growth absorbance; inhibition, % at 11.9 µM; hit rate 0.26% among 360,000; AID 651602; in the data active means inhibition above about 11%
# * hit, by the source's call; / = no result given.
SMILES,PvdQ acylase,E coli growth,PfHsp90 yeast 2,Tat transport,CAL PDZ FP,AddAB inh,Wnt bcat act,DAGLB inh,Rtt109 HAT inh,phage Ecoli inh
Cc1cc(C)nc(SCc2cnc(C)nc2N)n1,0,2.0,8,-5,0.1,1.4,-1,-1,-7,4.9
COCCCNCC1C(Oc2ccc(Cl)cc2)C(=O)N1c1ccccc1C (configuration not stated),-6,1.4,-5,3,-0.8,1.2,/,1,2,0.3
COc1ccc(CNC(=O)CN2CCN(c3ccccc3O)CC2)cc1OC,0,1.3,-24,-7,-0.5,-1.2,-1,0,-4,0.9
CCOC(=O)c1nnn(-c2nonc2N)c1CN1CCc2ccccc2C1,-7,-1.9,/,-7,-1.1,0.4,2,-3,15,3.7
COc1ccc(-c2cc(C(F)(F)F)nc(SCC(=O)N(C)Cc3cn(C)nc3C)n2)cc1OC,8,-1.5,8,7,-1.0,2.3,-3,-4,4,3.2
C/C(CC(=O)NCc1ccco1)=N\NC(=O)COc1ccc(Cl)cc1Cl,-10,0.3,-5,-1,-0.5,3.4,-2,-4,-1,3.7
CC1CC(C)CN(C2CCN(Cc3cccnc3)CC2)C1 (configuration not stated),-8,2.5,/,5,-5.1,3.6,/,1,5,-4.4
COc1ccc(OC)c(CCNC(=O)CN2C(=O)CCSc3ccccc32)c1,-8,0.3,4,4,-1.9,0.8,3,-2,6,0.6
Nc1ncc2[nH]c(N)nc2n1,-9,/,-6,4,-0.3,/,-1,2,3,3.6
CCN1C(=O)c2cccc3c(S(=O)(=O)NCCCN4CCOCC4)ccc1c23,-5,1.0,20,19,0.0,2.0,2,-6,-103,1.9
CC(=O)c1cccc(NC(=O)CSc2nnc(-c3ccncc3)o2)c1,-15,0.0,/,1,-0.3,0.6,-1,1,-9,0.9
CCCCOc1ccc2c(c1)/C(=C(\C(Cl)=C(Cl)Cl)[N+](=O)[O-])N2,2,-1.3,-6,5,-4.0,1.6,-1,0,-9,2.2
O=C(O)c1ccc(N2CC3CC(C2)c2cccc(=O)n2C3)c(NS(=O)(=O)c2cccc(C(F)(F)F)c2)c1 (configuration not stated),-6,-1.1,7,4,0.5,-3.4,3,0,6,4.6
O=C(N/N=C/c1ccccc1F)c1ccccc1OCc1ccccc1,-7,-0.5,-21,8,-3.0,2.9,4,-4,-5,-0.6
CCC(NS(=O)(=O)c1ccc(C)cc1)C(=O)N1CCOCCOCCOCCOCC1 (configuration not stated),-13,-0.1,36,-2,0.7,3.6,-1,2,0,2.0
C=CCOC(=O)C1=C[C@@H](c2coc3ccccc3c2=O)C[C@@H](OCCCCO)O1,-10,-0.4,5,9,0.4,-1.4,3,1,-2,2.1
CCN1CCN(C(=O)C(=O)c2cn(CC(=O)N3CCCCCC3)c3ccccc23)CC1,-7,-4.4,30,0,-1.9,-3.0,-1,4,3,1.7
C=CCN1C(=O)C(CC(=O)NCC)SC1=Nc1ccccc1OC (configuration not stated),-13,-1.2,19,12,-2.3,2.5,-1,0,-11,0.6
O=C(c1ccco1)N1N=C(c2ccc(Cl)cc2)CC1(O)C(F)(F)F (configuration not stated),-9,1.8,3,3,-1.4,5.2,1,-6,3,3.9
O=c1c2c3c(sc2nc2n1CCC2)CCC3,-5,0.7,20,17,-0.7,2.1,/,-2,-4,2.0
O=C(CSc1ncnc2sccc12)Nc1ccccc1F,-6,-0.8,/,-7,-2.2,-0.4,0,-2,-15,1.1
Cc1ccc(C(=O)CC2(O)C(=O)N(C)c3ccccc32)o1 (configuration not stated),-5,1.2,-8,7,-1.1,0.6,1,3,3,1.3
Clc1ccc(-n2nnc(-c3ncc[nH]3)n2)cc1Cl,-13,0.3,8,14,-0.6,6.5,5,-4,4,0.8
O=[N+]([O-])c1cccc(S(=O)(=O)Nc2ccc(Cc3ccncc3)cc2)c1,-26,2.4,-9,-8,-0.4,1.0,-2,2,-6,3.5
COCCCn1c(SCC(=O)NC2CCCCC2)nc2ccccc2c1=O,-5,-0.2,9,-9,-3.2,2.5,1,0,1,1.4
COc1ccc(CNC(=O)c2noc3c2CCCCC3)cc1,-14,-0.2,/,-5,-2.0,1.7,3,-5,-5,1.9
CC(C)=C[C@H]1C[C@H](C)[C@H]2CC[C@H](C)c3c(O[C@@H]4OC[C@@H](O)[C@H](O)C4O)c(O)c(C)c1c32 (some centres not stated),-8,-1.1,-5,30,-0.1,0.2,-6,1,-2,0.7
O=C(COC(=O)CNC(=O)c1ccc2c(c1)OCO2)Nc1ncc(Cl)cc1Cl,-18,-1.8,2,6,/,-2.7,-1,2,-4,3.1
Cc1c(C(=O)Nc2nnc(C3CC3)s2)oc2ccccc12,1,-1.1,10,3,-1.7,3.0,45*,-2,1,1.1
COC(=O)C1=C(CN2CCSCC2)NC(=O)NC1c1cc(C)ccc1C (configuration not stated),-14,2.0,5,11,-0.1,3.7,/,0,-6,3.8
O=C(O)c1ccccc1SCCS(=O)(=O)c1ccc(Cl)cc1Cl,-12,0.0,-30,10,0.0,1.7,/,0,-1,/
N#Cc1cc(-c2ccccc2)cnc1Sc1ccc(Cl)cc1,0,-4.1,-12,11,-2.0,0.5,-2,-21,-2,2.2
COc1cc(/C=N/NC(N)=O)ccc1OCC(=O)N1C(C)CCCC1C (configuration not stated),-4,-1.0,-6,5,-0.1,5.4,-2,0,-2,3.0
O=C(/C=C/c1ccccc1Cl)N1CCCN(C(=O)/C=C/c2ccccc2Cl)CC1,28,0.1,-9,0,-1.1,2.1,15,0,5,1.5
Nc1ccc2c(c1)C(=O)c1ccc(N)cc1-2,5,/,-25,-3,1.6,/,-2,9,-12,2.1
COc1cc(CNc2ccc(N3CCOCC3)cc2)cc(Br)c1OC,2,-0.5,20,-3,-2.1,-0.5,2,3,26,3.6

# Part of the list above in a different format:
smiles	PvdQ acylase	E coli growth	PfHsp90 yeast 2	Tat transport	CAL PDZ FP	AddAB inh	Wnt bcat act	DAGLB inh	Rtt109 HAT inh	phage Ecoli inh
O=C(O)c1ccccc1SCCS(=O)(=O)c1ccc(Cl)cc1Cl	-12	0.0	-30	10	0.0	1.7	/	0	-1	/
CCN1CCN(C(=O)C(=O)c2cn(CC(=O)N3CCCCCC3)c3ccccc23)CC1	-7	-4.4	30	0	-1.9	-3.0	-1	4	3	1.7
Cc1cc(C)nc(SCc2cnc(C)nc2N)n1	0	2.0	8	-5	0.1	1.4	-1	-1	-7	4.9

# Continuation:
SMILES,PvdQ acylase,E coli growth,PfHsp90 yeast 2,Tat transport,CAL PDZ FP,AddAB inh,Wnt bcat act,DAGLB inh,Rtt109 HAT inh,phage Ecoli inh
C=CCNC(=O)CN1C(=O)C2C3c4ccccc4C(c4ccccc43)C2C1=O (configuration not stated),-8,-1.5,-32,5,-0.1,-0.1,0,3,-8,2.6
O=C(CSc1nc(-c2ccccc2)c(-c2ccccc2)o1)N1CCOCC1,7,-1.1,-12,21,-2.4,6.9,/,-6,15,3.1
Nc1ccccc1OCCOCCOCCOc1ccccc1N,-6,-0.1,6,-6,-1.4,2.0,/,0,-7,0.6
O=C(CCCC(=O)OCC(=O)c1cccs1)Nc1ccc(Oc2ccccc2)cc1,-13,-3.9,-35,11,-1.5,4.2,/,-5,-14,-1.6
CC(=O)Nc1cc(Cl)ccc1OS(=O)(=O)c1ccc(C)cc1,-4,-0.5,7,-5,-0.7,3.7,-4,-1,1,2.1
CCSc1nc2ccccc2c(=O)n1CCc1ccc(OC)c(OC)c1,-5,-1.2,22,16,4.0,-0.1,-7,-4,1,-1.9
C=CCNC(=O)c1c(Cl)cnn1-c1ccc(C)cc1,-1,-2.2,18,-2,0.1,0.0,14,/,11,3.3
CC(Sc1nc(=O)cc(N)n1CCc1ccccc1)C(=O)NCc1ccccc1 (configuration not stated),3,-1.5,/,-4,-0.5,-1.1,-1,-5,-11,0.9
Cc1c(/C=N/NC(=O)CNc2ccccc2)c2ccccn2c1C(=O)c1ccncc1,18,0.5,-15,-2,0.4,1.1,0,2,-3,2.0
O=C1NC2(CCCCCC2)C(=O)N1Cc1cccc([N+](=O)[O-])c1,-2,0.3,-26,-5,-0.8,3.7,1,0,-4,0.6
CCn1cc([N+](=O)[O-])c(C(=O)Nc2c(C)nn(Cc3cccc(F)c3)c2C)n1,-4,2.6,0,-1,-0.9,4.6,-3,-1,10,1.8
CCOC(=O)N1CCC(Nc2c(NCCCN(CC)CC)c(=O)c2=O)CC1,-12,-0.5,-8,2,-0.2,2.1,0,-2,-16,2.7
COc1cccc2cc(C(=O)N3CCN(c4ncccn4)CC3)c(=O)oc12,11,0.3,/,6,/,1.8,/,-1,-5,3.1
CCOC(=O)c1nnn(-c2nonc2N)c1CS(=O)(=O)c1ccccc1,-19,1.5,-16,1,-0.9,1.9,/,2,-3,1.3
Cc1noc(C)c1S(=O)(=O)N(CC(=O)Nc1ccc2c(c1)OCCO2)c1ccc(C(C)C)cc1,-4,2.0,-6,2,-0.1,8.4,-4,-8,-8,2.3
CCCCS(=O)(=O)NC1=NCN(CCO)CN1,-8,-2.6,15,-4,-0.4,3.2,/,-1,0,3.4
O=C(Cc1ccc(Cl)cc1)N/N=C/c1ccccc1,18,0.6,-3,-11,-0.3,-1.6,2,1,10,1.1
CCOc1ccc(S(=O)(=O)N2CCOCC2)cc1NC(=O)c1ccccc1F,-8,1.6,-18,3,-2.2,-0.3,0,-2,0,-1.1
N/C(=N\OC(=O)COc1ccc([N+](=O)[O-])cc1)c1ccncc1,5,1.1,11,-4,0.1,3.8,0,-1,6,1.6
O=C(CCC1CCN(C(=O)c2cccc(Cl)c2F)CC1)Nc1ccccc1,-9,-1.7,5,5,-0.4,0.6,2,2,-5,0.0
COc1ccc([C@@H]2CC=C(C(=O)O)[C@H](c3ccc(Br)cc3)N2S(=O)(=O)c2ccccc2C)cc1,-11,-2.0,12,-3,-0.3,2.5,-3,9,6,0.4
CCOC(=O)N1CCN(C(c2ccccc2)c2sc3nc(C)nn3c2O)CC1 (configuration not stated),-5,0.2,17,7,-2.5,2.3,-1,1,4,3.1
Cc1ccc(-c2nnc(NC3CCCCC3)c3ccccc23)cc1S(=O)(=O)N1CCN(C)CC1,-11,-1.6,2,-5,-6.1,0.1,/,1,-3,2.0
CCc1ccc(CNC(=O)C2CCC(=O)N(CCc3ccc(Cl)cc3)C2)nc1 (configuration not stated),-13,2.3,-3,10,-2.3,-3.0,0,2,-3,2.5
COCCNC(=O)CCCn1c(=O)c2cc(OC)c(OC)cc2n(CC(=O)NCCC2=CCCCC2)c1=O,-15,2.2,-7,-6,-3.1,-1.4,1,-1,-3,3.4
CC(OC(=O)C12CC3CC(CC(O)(C3)C1)C2)C(N)=O (configuration not stated),-7,-1.8,12,2,-2.6,1.4,1,-1,4,2.9
CC(C(=O)NCC1CCCO1)c1ccc([N+](=O)[O-])cc1 (configuration not stated),6,0.2,29,1,-1.5,1.5,0,-3,/,2.0
COC(=O)C1=C(Nc2ccccc2NC(=O)CCCC(=O)O)CSC1,-1,-1.4,3,11,-0.7,1.4,3,/,6,1.9
COCCn1cnc2c1c(=O)n(Cc1c(F)cccc1Cl)c(=O)n2Cc1ccccc1,0,-2.5,-13,-12,-3.9,1.2,12,-3,5,1.8
Cc1cc2c(cc(C(=O)N3CCC(C(=O)N4CCCC4)CC3)n2Cc2c(F)cccc2Cl)o1,-22,-0.5,-37,-3,-1.9,-4.2,9,0,-5,1.3
O=C(CO/N=C/c1cccc([N+](=O)[O-])c1)NC1CCCCC1,-7,0.3,-2,4,1.0,0.7,-1,0,-25,1.5
